Bioassay records (PubChem)
TrxR1 inh – rat TrxR1 inhibition | O89049 | actives 1% (n = 390,000) | recombinant rTrxR1, NADPH fluorescence consumption, selenite substrate | Potency, µM (doses to about 114 µM), without a hit: at the highest dose activity change, negative = inhibition, most hits filed as inhibitors; note: % is set by controls: 0 for no effect and ±100 for the full control effect; nearly all actives have a fitted effect of over 65% in size
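Rat TrxR1 (90 nM in the dispensed reagent) was pre-reduced with 400 uM NADPH for 5 min at room temperature, then incubated with compound for 15 min. After 400 uM selenite was added, NADPH fluorescence (Ex 340/Em 450 nm) was followed for 8 min.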
12-LOX inh – ALOX12 (human) lipoxygenase inhibition; P18054; purified 12hLO, xylenol orange hydroperoxide absorbance; Potency, µM (titrated, usually from 108 µM), without a hit: at the top dose activity change, negative = inhibition, actives largely listed as inhibitors; actives 1.1% (n = 580,000); note: % is set by controls: 0 for no effect and ±100 for the full control effect
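Purified human 12hLO (150 nM final) in 25 mM Hepes, 0.01% Triton X-100, pH 7.0 was preincubated 15 min at room temperature with compound. Then 40 uM arachidonic acid was added, 30 min. Hydroperoxide was read by Fe-XO absorbance ratio 573/405 nm.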
USP1-UAF1 inh – blocks the human USP1/UAF1 deubiquitinase complex; O94782; recombinant USP1/UAF1, Ub-Rhodamine cleavage fluorescence; Potency, µM (doses to about 57.1 µM), for the others: top-dose activity change, negative = inhibition, usual class: inhibitors; actives 0.23% (n = 390,000); AID 743255; note: % is set by controls: 0 for no effect and ±100 for the full control effect; nearly all actives have a fitted effect of over 60% in size; inactives centre near -12
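High-throughput fluorogenic screen: 1nM USP1/UAF1 complex, Ub-Rho substrate 150nM final, 50mM HEPES pH 7.8 with 0.5mM EDTA, 0.1 mg/ml BSA, 1mM TCEP and 0.01% Tween-20.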
TrxR1 substrate – rat thioredoxin reductase 1 substrate activity | purified TrxR1 substrate turnover, NADPH consumption readout | Potency, µM (top dose mostly 114 µM), inactives show top-dose activity change, negative = substrate turnover | actives 0.01% (n = 390,000); note: % is set by controls: 0 for no effect and ±100 for the full control effect; nearly all actives have a fitted effect of over 50% in size
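Rat TrxR1, dispensed at 90 nM, was prereduced with 400 uM NADPH (final) for 5 min at ~22 deg C, then incubated with compound 15 min before 400 uM selenite. A first-read NADPH fluorescence drop versus no-compound background flagged substrates.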
Vif-APOBEC3F blk – inhibitors of Vif-A3F interaction. HeLa A3F-eYFP + Vif (tagged APOBEC3F with the HIV-1 protein that degrades it), YFP fluorescence increase. Potency, µM (top dose mostly 46.1 µM), inactives show top-dose activity, negative = active. actives 0.2% (n = 390,000). AID 602313; note: % of control where 0% means no effect; nearly all actives have a fitted effect of over 65% in size
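Fluorescence increase (Ex 488/Em 500-530) after overnight compound treatment at 37 deg C flags inhibition of Vif-driven A3F-eYFP loss in stable HeLa A3F-eYFP/Vif cells seeded overnight beforehand.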
IDH1 R132H inh – blocks human mutant IDH1 R132H enzyme | IDH1-R132H enzyme, NADPH consumption, diaphorase/resazurin fluorescence | Potency, µM (highest dose often 76.6 µM), without a hit: at the highest dose activity change, negative = inhibition, actives largely listed as inhibitors | actives 0.093% (n = 390,000) | AID 602179; note: % is set by controls: 0 for no effect and ±100 for the full control effect; nearly all actives have a fitted effect of over 65% in size
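IDH1-R132H (0.5 ug/mL dispensed) in pH 7.5 Tris buffer was preincubated 30 min with compound, then given a substrate mix of 0.016 mM NADPH and 2 mM alpha-KG for 80 min at room temperature; remaining NADPH was read by diaphorase/resazurin fluorescence.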
Vif-A3G inh – blocks the Vif interaction with human APOBEC3G | Potency, µM (top dose mostly 46.1 µM), without a hit: at the highest dose activity, negative = active, actives largely listed as inhibitors | Q9HC16 | AID 602310 | actives 0.076% (n = 410,000) | HeLa A3G-eYFP + Vif (tagged APOBEC3G with the HIV-1 protein that degrades it), YFP fluorescence, overnight;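 note: % is set by controls: 0 for no effect and ±100 for the full control effect; nearly all actives have a fitted effect of over 60% in size; hits raise eYFP signal because A3G escapes Vif-driven loss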
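Read-out is eYFP fluorescence (Ex 488/Em 500-530) from Vif-expressing HeLa A3G-eYFP cells; more signal means A3G escaped Vif-mediated degradation. Cells plated overnight, compound pinned in, incubated overnight at 37 deg C.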
RXFP1 ag – RXFP1 (human) receptor agonism; HEK293T-RXFP1 cAMP TR-FRET, 30 min; response scale: percent of porcine relaxin response, buffer zero; Q9HBX9; Potency, µM (titrated, usually from 57.5 µM), without a hit: top-dose activation, most hits filed as activators; actives 0.3% (n = 370,000); note: % is set by controls: 0 for no effect and ±100 for the full control effect; nearly all actives have a fitted effect of over 60% in size; many of its hits are not listed in these tables
Target sequence (Q9HBX9 whole entry, looked up): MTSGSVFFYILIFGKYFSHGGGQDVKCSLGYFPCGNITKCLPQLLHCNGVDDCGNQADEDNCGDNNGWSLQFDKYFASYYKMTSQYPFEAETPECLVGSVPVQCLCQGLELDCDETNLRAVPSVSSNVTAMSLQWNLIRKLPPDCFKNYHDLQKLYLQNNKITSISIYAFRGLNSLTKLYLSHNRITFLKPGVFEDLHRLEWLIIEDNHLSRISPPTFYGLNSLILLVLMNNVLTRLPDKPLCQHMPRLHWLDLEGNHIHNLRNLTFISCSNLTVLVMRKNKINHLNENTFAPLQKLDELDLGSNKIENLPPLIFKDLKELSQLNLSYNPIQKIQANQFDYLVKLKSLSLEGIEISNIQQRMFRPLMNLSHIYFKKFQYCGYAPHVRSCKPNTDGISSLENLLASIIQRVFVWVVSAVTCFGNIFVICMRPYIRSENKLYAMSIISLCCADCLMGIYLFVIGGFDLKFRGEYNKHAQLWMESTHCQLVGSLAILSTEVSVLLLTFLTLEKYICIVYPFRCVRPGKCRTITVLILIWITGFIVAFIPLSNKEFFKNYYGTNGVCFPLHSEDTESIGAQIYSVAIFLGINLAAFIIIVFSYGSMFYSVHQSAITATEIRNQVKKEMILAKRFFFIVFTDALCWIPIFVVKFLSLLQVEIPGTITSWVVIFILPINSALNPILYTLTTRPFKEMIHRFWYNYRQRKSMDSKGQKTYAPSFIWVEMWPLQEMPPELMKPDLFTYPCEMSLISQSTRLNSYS
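cAMP rise read by TR-FRET after 30 min, 37C compound exposure (up to 58 uM) in RXFP1-transfected HEK293 cells with Ro 20174 present. EC50 from Hill-equation fits, with 29 nM porcine relaxin as 100% and buffer as basal.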
RGS4 inhibitor – inhibitors of human regulator of G protein signaling 4. Transcreener GDP fluorescence polarization, RGS4-accelerated GTP hydrolysis. actives 0.039% (n = 390,000). AID 504845. P49798. Potency, µM (highest dose often 114 µM), without a hit: at the top dose activity change, negative = inhibition, usual class: inhibitors; note: % is set by controls: 0 for no effect and ±100 for the full control effect; nearly all actives have a fitted effect of over 75% in size; some results filed as inactive show a strong effect at the top dose
Target sequence (P49798 whole entry, looked up): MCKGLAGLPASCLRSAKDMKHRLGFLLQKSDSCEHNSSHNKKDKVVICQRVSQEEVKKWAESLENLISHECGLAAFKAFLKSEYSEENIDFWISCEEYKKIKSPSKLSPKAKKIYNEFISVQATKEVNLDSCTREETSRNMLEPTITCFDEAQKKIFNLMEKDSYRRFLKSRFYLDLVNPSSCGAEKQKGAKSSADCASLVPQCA
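MLSMR compounds (23 nl, pin-transferred) preincubated 10 min at room temperature with a 500nM (2x) first reagent, then RGS4 at 900nM (2x) plus Transcreener GDP mix added; fluorescence polarization (620/688 nm) read before and after 90 min at 30 °C.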
Starred values were filed as active, the others as inactive; u = inconclusive; x = no result given; [ ] = another dose, or the depositor's remark. Calls come from the whole dose curve; as a rule, active = well fitted curve in the direction sought with a large enough effect; inconclusive = small, poorly fitted or top-dose-only effect, or another doubt; inactive = no such curve, though single readings can be large; an effect the other way counts as inactive or inconclusive. Potency is the fitted concentration of half-maximal effect. Not all compounds are listed (hit frequency here may not be typical).

SMILES	TrxR1 inh	12-LOX inh	USP1-UAF1 inh	TrxR1 substrate	Vif-APOBEC3F blk	IDH1 R132H inh	Vif-A3G inh	RXFP1 ag	RGS4 inhibitor
COc1ccc(CN2CCC(n3nccc3NC(=O)C3CC3)CC2)c(Cl)c1OC	2%	11%	-19%	0%	1%	9%	1%	1.1%	-2%
Cc1cc(C)cc(C(=O)N2CC(C)SC2=Nc2cccc(S(=O)(=O)N(C)C)c2)c1 (configuration not stated)	11%	-17%	-9%	-1%[57.1 µM]	13%	0%	-1%	0.9%	6%
CC(C)=CCc1c(O)cc2c(=O)c3ccc(O)cc3oc2c1O	19%	u	-34%	1%	-11%	0%	-4%	x	-14%
O=C(NCCS(=O)(=O)NCc1ccc(Cl)cc1)c1ccccc1	15%[57.1 µM]	11%	-17%	3%[57.1 µM]	24%	6%	-1%	0.4%	-24%
COc1ccc(C(=O)CSC#N)cc1OC	-9%[57.1 µM]	-3%	-4%	8%[57.1 µM]	-6%	-1%	-24%	-0.4%	-3%
O=C(CN(Cc1ccc(Cl)cc1)C(=O)c1csnn1)NCc1ccc(F)cc1	16%[57.1 µM]	-1%	-15%	-9%	17%	-1%	1%	3.9%	-17%
Cc1cc(NC(=O)CSc2nc3ccsc3c(=O)n2NC(=O)c2ccccc2)no1	24%	-10%	2%	5%	-3%	4%	-2%	2.1%	20%
CN(C)c1ccc(/C=C/c2cccc[n+]2[O-])cc1	19%[57.1 µM]	0%	u	2%[57.1 µM]	u	10%	-5%	0.8%	-26%
COc1ccccc1NC(=O)C(C)Sc1nccn1C (configuration not stated)	25%	-1%	-11%	-2%	5%	0%	1%	-0.1%	5%
COCCCNC(=O)C(=O)C1C(=O)Nc2ccccc21 (configuration not stated)	u	-23%	-11%	-20%	-2%	-12%	0%	-6.1%	18%
COc1ccccc1C(=O)NCCC(=O)Nc1ncccc1C	-11%	8%	-5%	-12%	-10%	5%	1%	1.7%	10%
O=C(NCc1cccnc1)C(=O)NCC1OCCCN1S(=O)(=O)c1ccc(F)cc1 (configuration not stated)	12%	4%	-9%	2%	-22%	0%	1%	2.3%	15%
Cc1cc(NC(=O)CSc2nc3c(cc2C#N)CCCCC3)no1	9%	2%	-15%	10%	u	0%	5%	u	-19%
OCCC1CN(Cc2ccc3cccc(F)c3n2)CCN1Cc1ccccc1 (configuration not stated)	-5%	-26%	-22%	1%	1%	9%	3%	0.9%	16%
CCOC(=O)C1=C(C)N(c2ccc(OC)cc2)C(=O)/C1=C\c1ccc(O)c(OCC)c1	40µM*	u	-26%	-3%	-17%	0%	-8%	5.9%	u
CN(CC(=O)N1CCOCC1)S(=O)(=O)c1cc(Cl)ccc1Cl	28%	-20%	0%	12%	1%	-11%	0%	1.8%	-3%
CCN1N=C(c2ccccc2)CCC1=O	24%	69%[activator]	-19%	7%	-2%	-1%	-1%	-1.8%	14%
Cc1occc1C(=O)n1nnc2ccccc21	u	-12%	-22%	11%	-3%	3%	-11%	0.3%	-19%
O=C(CN(Cc1ccco1)C(=O)c1cc(=O)[nH]c2ccccc12)Nc1ccccc1Br	-16%	264%[activator]	-1%	-6%	9%	1%	1%	0.4%	-14%
COC(=O)C1CCCN1S(=O)(=O)c1ccc2ccccc2c1 (configuration not stated)	-14%[57.1 µM]	-27%	-8%	-6%[57.1 µM]	-17%	-7%	2%	-1.6%	8%
COC(=O)c1cc(NC(=O)c2ccc(Cn3cc(Cl)cn3)o2)cc(C(=O)OC)c1	-9%	-24%	-3%	-4%	3%	7%	-2%	-1.2%	-35%
CC(=O)Nc1ccc(C(=O)CSc2nnc(C)o2)cc1	17%[57.1 µM]	13%	3%	9%[57.1 µM]	7%	3%	0%	-0.6%	-15%
CN1CCC(N(C)C(=O)CCc2nc3ccccc3n2-c2ccccc2)CC1	29%[57.1 µM]	0%	-6%	7%[57.1 µM]	-2%	-2%	0%	-2.4%	-7%
CCc1ccc(NC(=O)c2ccc3c(c2)CCN3S(C)(=O)=O)cc1	x	u	1%	x	1%	-1%	2%	x	x
CNC(=S)N1CCN(c2ccc(Cl)c(Cl)c2)CC1	27%[57.1 µM]	u	-15%	-15%[57.1 µM]	1%	7%	-4%	2.7%	-23%
CCCC(=O)NC1CCCc2c1cnn2-c1ccc(C)c(C)c1 (configuration not stated)	27%[2.29 µM]	5%	-10%	-4%	6%	0%	4%	-0.8%	2%
CCC(=O)N/C(N)=N/c1nc(C)c2cc(OC)ccc2n1	13%	u	-14%	74%[activator]	0%	8%	0%	0.8%	-7%
Cc1ccc(/C(N)=N/OC(=O)CSc2ccccc2)cc1	7%[57.1 µM]	-6%	-14%	3%	1%	6%	2%	-3.7%	-10%
Cc1ccc(S(=O)(=O)n2nc(C)c(Br)c2C)c(C)c1C	10%	-14%	-11%	-2%	-2%	1%	2%	-0.7%	-21%
O=C(NCc1ccc(-c2csnn2)cc1)c1cc(Cl)cc(Cl)c1	18%	0%	-21%	7%	11%	0%	-4%	2.8%	-4%
CN(C)C(=O)c1ccc(Cl)cc1[N+](=O)[O-]	11%[57.1 µM]	-2%	-12%	-4%	13%	3%	-1%	0.6%	-12%
COc1cccc(-n2cc(C(=O)NCc3ccccc3OC)c3ccccc3c2=O)c1	0%	-7%	-7%	11%[11.4 µM]	0%	-17%	-2%	-1.2%	6%
CN1C(=O)C(O)(C2OC(C)(C)CCC2=O)c2ccccc21 (configuration not stated)	-9%	0%	-6%	-1%	-3%	-7%	-4%	0.6%	-11%
Cc1c(Cl)c(C(=O)NNC(=S)Nc2ccccc2)nn1C	-2%	-12%	-14%	3%	-5%	4%	-2%	-1.2%	-50%
O=C1Nc2ccc(S(=O)(=O)NCCCO)c3cccc1c23	38%[2.29 µM]	13%	-13%	126%[activator]	10%	-7%	0%	10%	8%
CC(C)CNC(=O)C1CCN(Cc2ccc(OCc3ccccc3)cc2)CC1	-3%	u	-13%	-4%	-12%	1%	-1%	-0.2%	11%
O=C(c1nc2n(n1)C(c1ccc(Cl)cc1)C=C(c1ccccc1)N2)N1CCOCC1 (configuration not stated)	u	u	-22%	2%	2%	5%	-8%	9.1%	-7%
CN(CC(=O)Nc1ccc(N2CCOCC2)cc1)C(=O)CCc1ccccc1Cl	9%	-13%	-19%	3%	10%	1%	-3%	0.4%	-14%
O=C(c1ccc(NC(=O)C2(c3ccccc3)CCOCC2)cc1)N1CCOCC1	22%	36%[activator]	-10%	11%	x	-10%	1%	0.6%	-24%
Cc1ccc(C(=O)N/C(=C/c2ccco2)C(=O)Nc2cccc(C(=O)O)c2)cc1	-26%	-5%	-25%	-6%	11%	2%	-8%	-0.2%	-5%
COc1ccc(C(C)NC(=O)Nc2ccc(C(C)=O)cc2)cc1OC (configuration not stated)	-3%	240%[activator]	-9%	4%	-1%	0%	-4%	0.1%	-20%
COCCCNC(=O)CCc1c(C)nc2cc(-c3ccc(Cl)cc3)nn2c1C	22%	-13%	-5%	22%	-5%	10%	0%	-0.3%	3%
COCc1cc(Sc2cccc(Cl)c2Cl)nc(-c2ccccc2)n1	11%[57.1 µM]	0%	-26%	5%[57.1 µM]	1%	-4%	-7%	2.1%	14%
CCc1nc(SCC(=O)Nc2ccccc2Cl)n[nH]1	11%	16%	-6%	0%	-7%	3%	-1%	-1.5%	19%
CCOc1ccc(CN(C)C(=O)[C@H](Cc2ccccc2)NC(=O)OCc2ccccc2)cc1OC	-3%[57.1 µM]	2%	-3%	2%[57.1 µM]	-7%	1%	-1%	-3.1%	-1%
Oc1c(Br)cc(Br)cc1CNn1cnnc1	22%	u	-9%	0%	15%	-5%	2%	-1.0%	-20%
O=C(Cc1c(F)cccc1Cl)NCc1cccnc1	17%[57.1 µM]	38%[activator]	-13%	6%[57.1 µM]	6%	4%	0%	-0.1%	-26%
O=C(NCCN1CCOCC1)C1(C(F)(F)F)C/C(=C\CCO)CCCO1 (configuration not stated)	16%	x	x	1%	x	x	1%	x	4%
O=C(O)c1ccc2c(c1)C(=O)N(c1ccc(Nc3ccccc3)cc1)C2=O	15%	-12%	-9%	-1%	-2%	-2%	0%	0.0%	-25%

Profiles, quoted from the list. Order of screens: TrxR1 inh | 12-LOX inh | USP1-UAF1 inh | TrxR1 substrate | Vif-APOBEC3F blk | IDH1 R132H inh | Vif-A3G inh | RXFP1 ag | RGS4 inhibitor
Entry for O=C(O)c1ccc2c(c1)C(=O)N(c1ccc(Nc3ccccc3)cc1)C2=O → 15% | -12% | -9% | -1% | -2% | -2% | 0% | 0.0% | -25%
Entry for CCc1nc(SCC(=O)Nc2ccccc2Cl)n[nH]1 → 11% | 16% | -6% | 0% | -7% | 3% | -1% | -1.5% | 19%
Entry for CCOc1ccc(CN(C)C(=O)[C@H](Cc2ccccc2)NC(=O)OCc2ccccc2)cc1OC → -3%[57.1 µM] | 2% | -3% | 2%[57.1 µM] | -7% | 1% | -1% | -3.1% | -1%
Entry for O=C(NCCN1CCOCC1)C1(C(F)(F)F)C/C(=C\CCO)CCCO1 (configuration not stated) → 16% | x | x | 1% | x | x | 1% | x | 4%
